CHT block = inhibitors of human choline transporter CHT | 310,000 tested, 0.86% active | B-score at 10 µM | CHT-expressing cells, membrane potential dye, choline response; active compounds read low | High affinity choline transporter 1 (Homo sapiens), Q9GZV3;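 active = B-score over 3 SD under the library average, and starting fluorescence ratio not unusually high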;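 also: choline stimulus applied at its EC90 after an EC20 pre-addition; B-score computed on integrated fluorescence ratio after choline addition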
Target sequence (Q9GZV3 whole entry, looked up): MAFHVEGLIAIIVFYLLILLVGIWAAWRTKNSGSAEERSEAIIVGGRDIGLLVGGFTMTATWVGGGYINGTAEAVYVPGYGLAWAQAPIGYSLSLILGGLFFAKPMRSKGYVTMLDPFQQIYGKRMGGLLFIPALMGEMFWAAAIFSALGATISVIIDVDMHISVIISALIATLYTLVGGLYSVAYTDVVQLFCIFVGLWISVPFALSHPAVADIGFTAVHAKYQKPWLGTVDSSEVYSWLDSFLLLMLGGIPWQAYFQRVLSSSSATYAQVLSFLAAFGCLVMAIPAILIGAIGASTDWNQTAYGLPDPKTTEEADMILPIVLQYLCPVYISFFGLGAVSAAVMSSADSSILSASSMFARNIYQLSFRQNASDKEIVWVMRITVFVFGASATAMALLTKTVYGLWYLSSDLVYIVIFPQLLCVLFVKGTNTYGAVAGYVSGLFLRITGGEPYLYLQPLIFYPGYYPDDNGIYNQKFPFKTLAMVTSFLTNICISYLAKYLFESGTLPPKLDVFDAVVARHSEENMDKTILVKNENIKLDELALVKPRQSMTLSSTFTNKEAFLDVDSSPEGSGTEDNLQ
Kir21 block = inhibitors of mouse Kir2.1 inward-rectifier potassium channel; AID 1672, 2009; 310,000 tested, 0.85% active; B-score at 10 µM; HEK293-Kir2.1, FluxOR thallium flux fluorescence; active compounds read low;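 active = fluorescence ratio B-score at or below minus 3 SD of library scores, with starting-brightness B-score within 2 SD, cut at about -4.2 in these data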;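 also: channel flux triggered by added potassium and thallium sulfate stimulus; B-score of peak minus minimum fluorescence over baseline after thallium stimulus; more negative B-score means stronger Kir2.1 block with less thallium influx; some compounds called inactive have numbers as strong as hits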
Target sequence (P35561 whole entry, looked up): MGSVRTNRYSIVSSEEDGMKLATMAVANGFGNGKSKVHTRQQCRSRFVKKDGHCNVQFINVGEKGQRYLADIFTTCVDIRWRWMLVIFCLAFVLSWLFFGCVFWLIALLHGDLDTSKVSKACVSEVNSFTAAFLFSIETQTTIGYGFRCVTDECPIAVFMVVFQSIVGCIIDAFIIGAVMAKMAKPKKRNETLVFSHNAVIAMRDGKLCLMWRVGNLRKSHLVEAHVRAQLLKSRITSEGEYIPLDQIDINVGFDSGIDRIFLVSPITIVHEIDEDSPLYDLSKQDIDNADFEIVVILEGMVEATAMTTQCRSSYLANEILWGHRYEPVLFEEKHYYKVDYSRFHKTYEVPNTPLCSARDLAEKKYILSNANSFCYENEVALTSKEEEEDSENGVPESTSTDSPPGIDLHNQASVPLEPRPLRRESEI
* = called active by the depositor; i = inactive; . = not tested or not shown.

CHT block | Kir21 block | Molecule
i | 1.8 | COCCOc1ccc(C(F)(F)F)cc1NC(=O)Cc1ccc(S(=O)(=O)N2CCOCC2)s1
i | 1.6 | COC(=O)c1ccc(CNCC(=O)Nc2ccc(C(=O)OC)cc2)cc1
i | -1 | CCCc1cc(=O)n2[nH]c(NCc3cccs3)nc2n1
i | -0.01 | Cc1cccc(NC(=O)c2sc3nc(N4CCOCC4)c4c(c3c2N)CCCC4)c1
i | -0.36 | Cc1onc(-c2c(Cl)cccc2Cl)c1C(=O)N[C@@H]1C(=O)N2[C@@H]1SC(C)(C)[C@@H]2C(=O)O
i | -0.99 | O=C1Nc2ccccc2C1(O)Cc1ccncc1 (stereo unspecified)
i | 1.5 | O=C(c1ccco1)N1CCN(Cc2ccc(F)cc2Cl)CC1
i | 0.03 | Cc1ccc(S(=O)(=O)CCC(=O)Nc2nnc(-c3cccs3)o2)cc1
i | 1.4 | COC(=O)C1=C(C(=O)OC)[C@@H]2Nc3ccccc3[C@@]23C[C@@H](C(=O)OC)N(C(=O)c2cccs2)C3=N1
i | 2.9 | Cc1ccc2nc(SCC(=O)N3CCOCC3)[nH]c2c1
i | 2.4 | CCCn1ncc(C(=O)NC2CCCN(Cc3ccc(Cl)cc3)C2)c1C (stereo unspecified)
i | 1.7 | Cc1ccc(NC(=O)C(=O)NCCN2CCN(S(C)(=O)=O)CC2)cc1C
i | 0.5 | COc1cc(C(=O)Nc2cc(Cl)ccc2-n2cncn2)ccc1OC(F)F
i | -1.8 | CC(C)(NO)/C(=N/O)c1ccc(Br)cc1
i | 1.9 | N#C/C(=C\c1cccc(NC(=O)c2ccccc2Cl)c1)C(=O)NCCc1ccccc1
i | 1.2 | CCOc1ccc(Cl)cc1S(=O)(=O)N1CCC(C(=O)NCC2CCCO2)CC1 (stereo unspecified)
i | 0.25 | COc1ccc(C)cc1NCc1ccc(OC)c(C)c1OC
i | 0.84 | COc1ccc(S(=O)(=O)NCc2cccnc2)cc1C(=O)NC1CCCCC1
i | -0.12 | O=C(OCc1ccco1)c1ccc(S(=O)(=O)N2CCCCC2)cc1
i | 0.53 | Cc1nc2c(C(=O)NCc3ccc(F)cc3)c[nH]n2c(=O)c1Cl
i | -0.26 | COc1ccc(C2C(C(C)=O)=C(Nc3ccccc3)CC(C)(O)C2C(C)=O)cc1OC (stereo unspecified)
. | 0.04 | CC(=O)Nc1cccc(-c2csc(Nc3ncccn3)n2)c1
i | -0.89 | Cc1cc(C(=O)N/N=C/c2sc(N3CCOCC3)nc2-c2ccccc2)c(C)o1
i | -1.7 | CCC(=O)N(Cc1cc(=O)[nH]c2ccccc12)c1ccc(C)cc1C
i | 0 | CN(C(=O)COC(=O)c1nc(Cl)ccc1Cl)C1CCS(=O)(=O)C1 (stereo unspecified)
i | 0.54 | CCOc1ccc(-c2nnn(CC(=O)Nc3cc(OC)ccc3OC)n2)cc1OCC
i | -5.4* | CCCCNC(=S)N(Cc1c(C)noc1C)c1ccccc1
i | -0.42 | Cc1nn(C2CCS(=O)(=O)C2)c(Cl)c1/C=C/C(=O)OCC(N)=O (stereo unspecified)
i | 0.17 | CCc1[nH]c(=O)c(C#N)c2c1CSC(C)(C)C2
i | -0.77 | CC(=O)NC1=NN(C(C)=O)C(c2ccco2)S1 (stereo unspecified)
i | -0.3 | O=c1[nH]n(-c2cccc3cccnc23)c(=O)c2ccccc12
i | 0.02 | Cc1ccc(C(=O)N2CCCC(C(=O)Nc3cccc(-c4ccc(F)cc4)c3)C2)cn1 (stereo unspecified)
i | -1.2 | CC(=O)c1cc(Cl)ccc1OC(=O)c1ccco1
i | -2.7 | Cc1cc(OCC(=O)NNC(=O)c2cccnc2)cc(C)c1Cl
i | -0.53 | O=C(NC1CCCCC1)c1cc(N2C(=O)CCC2=O)ccc1Cl
i | 0.04 | CNC(=O)CSc1nnc(-c2ccco2)n1-c1cc(C)ccc1C
i | -0.03 | COc1cccc(OCC(O)CN2CCN(CCO)CC2)c1 (stereo unspecified)
i | 0.04 | O=C(Nc1ccc(F)cc1)C1CCN(S(=O)(=O)c2ccc3[nH]c(=O)oc3c2)CC1
i | -0.79 | COC(=O)c1ccc(C2NC(=O)c3c(sc(C)c3C)N2)cc1 (stereo unspecified)
i | -2.2 | COc1ccc(-c2nsc3c(N4CCCCC4)ncnc23)cc1
i | -0.19 | O=S(=O)(NC1CCCC1)c1cccc(-c2nnc(-c3ccccc3)o2)c1
i | 0.38 | O=C(Cn1c(=O)oc2ccccc21)N1CCCCC1
i | 0.98 | CN(C)CCNc1nc(-c2ccccc2)nnc1C(F)(F)F
i | -1.1 | COc1ccc(S(=O)(=O)N(CC(=O)N2CCCC2)Cc2ccccc2)cc1
i | -0.5 | CCOC(=O)C1CCN(C(=O)CN(c2cc(Cl)ccc2OC)S(=O)(=O)c2ccccc2)CC1
i | 1.1 | C=C(C)C(=O)N1CC2(CC(c3cccc(NC(=O)CC)c3)=NO2)C[C@H]1C(N)=O (stereo partly specified)
i | -0.84 | O=C(NCCc1c[nH]c2ccccc12)/C(=C/c1cccnc1)NC(=O)c1ccccc1
i | -0.78 | O=C(O)C1C2C=CC(C2)C1C(=O)Nc1ccc(Cl)c(Cl)c1 (stereo unspecified)
i | 2.3 | CCOC(=O)CNC(=O)N1CCCC(C(=O)c2cc(C)c(OC)c(C)c2)C1 (stereo unspecified)
i | 0.8 | CCC(=O)N1N=C(c2cccs2)CC1c1ccc(C)cc1 (stereo unspecified)
i | 0.41 | COc1ccc2oc(=O)c(-c3ccccc3C(=O)N3CCOCC3)cc2c1
i | 0.06 | COc1cc2c(cc1OC)CN(CC(=O)Nc1ccc(C)cc1)CC2
i | 0.72 | CCN(CC(=O)N1CCCCC1)S(=O)(=O)c1ccccc1
i | 1.8 | COc1ccc2cc(S(=O)(=O)N3CCCC(C)C3)ccc2c1 (stereo unspecified)
i | 0.55 | COc1cc(OC)cc(C(=O)NC(=S)N(Cc2ccccc2)C(C)C)c1
i | -2 | CC1CCCCN1c1nnc(NC(=O)c2cc(-c3ccc(Br)cc3)on2)s1 (stereo unspecified)
i | 0.58 | CCN(CC)S(=O)(=O)N1CCC(C(=O)NCc2ccco2)CC1
i | -0.28 | Cc1ccc(C)c(N2N=C(C(=O)Nc3ccccc3N3CCCC3)CCC2=O)c1
i | 0.37 | NS(=O)(=O)c1cccc(NC(=O)CSc2nc3ccc(Cl)cc3[nH]2)c1
i | -1.9 | CCc1ccc2[nH]c(=O)c(CN(Cc3ccccc3)Cc3nnnn3Cc3ccco3)cc2c1

(next part)
CHT block | Kir21 block | Molecule
i | 1.1 | Cc1cccc(-c2cccc(NC(=O)C3CCCN(C(=O)c4ocnc4C)C3)c2)c1 (stereo unspecified)
i | 1.1 | CCOC(=O)c1c(C)[nH]c(C)c1C(=O)CN1C(=O)NC2(CCC(C)CC2)C1=O (stereo unspecified)
i | 1.8 | CC(=O)c1ccc(-c2ccc([C@H]3[C@H]4C=CC[C@@H](C)[C@@H]4C(=O)N3Cc3ccccc3)c(F)c2)cc1
i | -1.1 | Cc1cc(C)nc(N(C#N)Cc2cccc3ccccc23)n1
i | -1.4 | Cc1c(CCC(=O)NCC(=O)O)c(=O)oc2cc3occ(-c4ccccc4)c3cc12
i | -0.39 | COC(=O)c1ccc(NC(=O)COc2ccc(S(=O)(=O)N3CCCCC3)cc2)cc1
i | -0.34 | CC(=O)Nc1ccc(N/C(=N\S(=O)(=O)c2ccccc2)c2ccccc2)cc1
i | -0.95 | CCN1CCc2c(sc(NC(=O)c3ccc(S(=O)(=O)N4CCCCCC4)cc3)c2C(=O)NC)C1
i | 0.27 | CCn1cnc2c1c(=O)n(CC(=O)O)c(=O)n2Cc1ccccc1
i | 0.22 | Cc1cccc(C)c1OCC(O)CN (stereo unspecified)
i | 0.59 | CC(C)(C)n1ncc2c(=O)n(CC(=O)NCc3ccco3)cnc21
i | -1.1 | O=C(Cc1ccccc1)Nc1ncccn1
i | 0.01 | Clc1ccc(Oc2ncnc3oc(-c4ccccc4)cc23)cc1
i | -1.7 | CCOc1cc(CNCCSc2nnnn2C)cc(Br)c1OCc1ccccc1
i | -1.2 | O=C(CCC1CCCN(c2ncccn2)C1)NCc1ccccc1F (stereo unspecified)
i | -0.54 | Fc1ccc(-c2ncc3ccccn23)cc1
i | 1.3 | COc1ccc(C2=NOC(C(=O)Nc3cccnc3Cl)C2)cc1 (stereo unspecified)
i | 0.53 | COc1ccc(N2CCN(c3nc4ccccc4n3CC(=O)c3ccccc3)CC2)cc1
i | 2.8 | CCS(=O)(=O)c1nnnn1-c1ccccc1S(C)(=O)=O
i | -0.15 | COC(=O)CN1C(=O)C(C)(C)Oc2ccc(C(=O)Nc3cccc(OC)c3)cc21
i | -0.32 | CCCCNC(=O)c1cn(C)c2ccc(S(=O)(=O)N3CC(C)CC(C)C3)cc2c1=O (stereo unspecified)
i | -1.5 | CCN(CC(=O)Nc1ccccc1C(F)(F)F)C(=O)c1cc(S(=O)(=O)N2CCCCCC2)ccc1OC
i | -0.64 | CN(C)CCCNC(=O)C(=O)NCC(c1cccs1)S(=O)(=O)c1ccc(F)cc1 (stereo unspecified)
i | -0.76 | O=C(CN1N=C(c2ccccc2)CCC1=O)NCc1ccco1
i | 0.08 | NC(=O)CC(NC(=O)Cc1ccc(Br)cc1)c1ccc(NCc2ccccn2)c([N+](=O)[O-])c1 (stereo unspecified)
i | 0.42 | COC(=O)C1CCN(C(=O)COC(=O)c2oc3ccc(OC)cc3c2C)CC1
i | 1 | CCn1nc(NC(=O)C(C)C)c2cc3ccc(C)cc3nc21
i | -1.1 | CCCCn1c(=O)[nH]c(=O)c2c1nc(-c1ccc([N+](=O)[O-])cc1)n2CC
i | 0.35 | Cc1ccc(NC(=O)CN(C)C(=O)/C=C/c2cccc(F)c2)cc1
i | -0.21 | COC(=O)c1ccccc1NC(=O)CSc1ccccc1
i | -0.15 | CC(C)C[C@H](NC(=O)NCCc1ccc(Cl)cc1)C(=O)O
i | -0.05 | Cc1ccc(CNC(=O)CSc2nnc3c(n2)[nH]c2ccc(F)cc23)cc1
i | -2.3 | CCOc1ccc(C(=O)Nc2cc(Cl)ccc2-n2cncn2)cc1OC
i | 0.51 | CCN(CC)S(=O)(=O)c1ccc(C(=O)NCCOC(=O)c2ccc(F)cc2F)cc1
i | -0.23 | CCOC(=O)C1(CC2CCCCO2)CCN(Cc2nc3ccccc3nc2C)CC1 (stereo unspecified)
i | 1.2 | CCN1CCN(Cc2ccc(NC(=O)c3ccc(C)c(NC(=O)C[C@@H]4NC(=O)[C@H](Cc5ccccc5)NC4=O)c3)cc2C(F)(F)F)CC1
i | -0.35 | N=c1c(-c2nc3ccccc3[nH]2)cc(C(=O)c2cccs2)nn1-c1ccccc1
i | -1.1 | O=C(N/N=C/c1ccccc1)c1cc(=O)[nH]c2ccccc12
i | -0.7 | COCCCNc1nc2c(c(=O)n(Cc3ccc(OC)cc3)c(=O)n2C)n1C
i | 0.03 | CCn1c(=S)[nH]c2cc(C(=O)O)ccc21
i | -0.01 | Cc1cccc(OCC(=O)N(Cc2cccs2)C2CCS(=O)(=O)C2)c1 (stereo unspecified)
i | 2.6 | Cc1ccccc1NC(=O)CCC(=O)N/N=C/c1c[nH]c2ccccc12
i | -1.5 | Cc1cc(C)n2ncc(/C(N)=N/OC(=O)Nc3ccccc3)c2n1
i | -0.54 | Cc1ccc(NC(=O)NCc2ccc3c(c2)OCO3)cc1C
i | 1.1 | COc1ccc(S(=O)(=O)N2CCn3c2nc2ccccc23)cc1
i | -0.03 | Cc1cc2c(c(=O)n1Cc1cccnc1)C(Cc1ccccc1)C(C#N)=C(N)O2 (stereo unspecified)
i | -0.54 | COc1ccc(NC(=O)c2cc(F)c(F)cc2Cl)cc1Cl
i | -1.8 | Cc1ccc(C(=O)O/N=C(\c2ccccc2)c2ccncc2)cc1

Part of the list above in order of molar mass, lowest first:
CHT block | Kir21 block | Molecule
i | 0.03 | CCn1c(=S)[nH]c2cc(C(=O)O)ccc21
i | -1.1 | O=C(N/N=C/c1ccccc1)c1cc(=O)[nH]c2ccccc12
i | -0.54 | Cc1ccc(NC(=O)NCc2ccc3c(c2)OCO3)cc1C
i | -0.15 | CC(C)C[C@H](NC(=O)NCCc1ccc(Cl)cc1)C(=O)O
i | -1.8 | Cc1ccc(C(=O)O/N=C(\c2ccccc2)c2ccncc2)cc1
i | -1.5 | Cc1cc(C)n2ncc(/C(N)=N/OC(=O)Nc3ccccc3)c2n1
i | -0.54 | COc1ccc(NC(=O)c2cc(F)c(F)cc2Cl)cc1Cl
i | 2.6 | Cc1ccccc1NC(=O)CCC(=O)N/N=C/c1c[nH]c2ccccc12
i | -2.3 | CCOc1ccc(C(=O)Nc2cc(Cl)ccc2-n2cncn2)cc1OC
i | -0.01 | Cc1cccc(OCC(=O)N(Cc2cccs2)C2CCS(=O)(=O)C2)c1 (stereo unspecified)
i | -0.03 | Cc1cc2c(c(=O)n1Cc1cccnc1)C(Cc1ccccc1)C(C#N)=C(N)O2 (stereo unspecified)
i | -0.7 | COCCCNc1nc2c(c(=O)n(Cc3ccc(OC)cc3)c(=O)n2C)n1C
i | -0.23 | CCOC(=O)C1(CC2CCCCO2)CCN(Cc2nc3ccccc3nc2C)CC1 (stereo unspecified)
i | 0.51 | CCN(CC)S(=O)(=O)c1ccc(C(=O)NCCOC(=O)c2ccc(F)cc2F)cc1
i | 1.2 | CCN1CCN(Cc2ccc(NC(=O)c3ccc(C)c(NC(=O)C[C@@H]4NC(=O)[C@H](Cc5ccccc5)NC4=O)c3)cc2C(F)(F)F)CC1

Additional structures:
CHT block | Kir21 block | Molecule
i | -0.1 | CC(C)(C)C(=O)CSc1nnc(Nc2ccccc2)s1
i | 0 | CC1(C)CC(=O)/C(=C(\O)c2ccccc2)C(=NCCO)C1
i | 1.4 | Cc1ccc(Nc2nc(NCCO)nc(N3CCCC3)n2)cc1
i | 0.12 | Cc1ccc(-c2nc(CSCC(=O)Nc3cc(C)on3)c(C)o2)cc1
i | 0.01 | Cc1cc2nc(C)n(CCCNC(=O)Nc3ccc(F)cc3)c2cc1C

Compound activity as filed in PubChem.
